Screening results: PubChem, several laboratories
Mtb BioA inh – inhibitors of Mycobacterium tuberculosis BioA enzyme. purified M. tuberculosis BioA enzyme, plate reader. AID 602481. inhibition, % at 9.99 µM. 360,000 tested, 0.096% active; in the data active means inhibition above about 40%; inconclusive means no clear call, values can overlap the other calls
BoNT-A LC inh2 – blocks Botulinum neurotoxin A light chain protease. AID 588499. 360,000 tested, 0.17% active. multiplex microsphere protease substrate cleavage, flow cytometry. inhibition, % at 10 µM; in the data active means inhibition above about 30%; inconclusive means no clear call, values can overlap the other calls; further: plate controls were buffer without enzyme for full effect and enzyme alone for no effect
CCHF vOTU inh – CCHFV vOTU protease inhibition; Pep-AMC fluorescence; inhibition, % at 11.5 µM; 370,000 tested, 0.55% active; AID 651958; further: 0% = vehicle wells with enzyme and 100% = no enzyme wells
Mtb UGM inh – Mtb UDP-galactopyranose mutase inhibition | purified UGM, fluorescence polarization probe displacement | inhibition, % at 10 µM | 320,000 tested, 0.06% active; in the data active means inhibition above about 10%, passing the limit was not always enough; inconclusive means no clear call, values can overlap the other calls
Target sequence (P9WIQ1 whole entry, looked up): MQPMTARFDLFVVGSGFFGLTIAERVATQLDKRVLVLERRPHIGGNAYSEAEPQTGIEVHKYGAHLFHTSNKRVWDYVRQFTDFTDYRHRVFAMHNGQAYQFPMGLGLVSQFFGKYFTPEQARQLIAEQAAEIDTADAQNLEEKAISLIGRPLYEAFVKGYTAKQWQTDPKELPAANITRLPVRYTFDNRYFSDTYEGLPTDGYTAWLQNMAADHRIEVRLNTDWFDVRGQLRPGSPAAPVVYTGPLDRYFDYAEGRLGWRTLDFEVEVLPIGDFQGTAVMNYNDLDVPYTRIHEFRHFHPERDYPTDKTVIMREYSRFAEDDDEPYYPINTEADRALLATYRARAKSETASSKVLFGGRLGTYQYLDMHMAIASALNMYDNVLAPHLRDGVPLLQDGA
BoNT-F LC inh – BoNT F light chain protease inhibition; Multiplex microsphere protease cleavage assay, flow cytometry; inhibition, % at 10 µM; 360,000 tested, 0.22% active; AID 588497; in the data active means inhibition above about 35%, passing the limit was not always enough; inconclusive means no clear call, values can overlap the other calls; further: plate controls were buffer without enzyme for full effect and enzyme alone for no effect
PrPC surface inh – cell surface PrPC inhibition, primary TR-FRET screen; P04156; TR-FRET read-out; inhibition, % at 13.8 µM; 370,000 tested, 0.43% active; AID 720596; in the data active means inhibition above about 24%; further: 0% = median of the test wells and 100% = reference compound wells
FadD28 binding – M. tuberculosis FadD28 bisubstrate binding inhibition; FadD28 bisubstrate probe binding, fluorescence polarization; inhibition, % at 12.5 µM; 360,000 tested, 0.22% active; AID 588549; in the data active means inhibition above about 8.5%, passing the limit was not always enough; inconclusive means no clear call, values can overlap the other calls
FBA Mtb inh – inhibitors of M. tuberculosis fructose-bisphosphate aldolase; purified M. tuberculosis FBA, fluorescence read-out; 360,000 tested, 2.3% active; inhibition, % at 1 µM; in the data active means inhibition above about 27%;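 further: 0% = vehicle and 100% = reference inhibitor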
Target sequence (P9WQA3 whole entry, looked up): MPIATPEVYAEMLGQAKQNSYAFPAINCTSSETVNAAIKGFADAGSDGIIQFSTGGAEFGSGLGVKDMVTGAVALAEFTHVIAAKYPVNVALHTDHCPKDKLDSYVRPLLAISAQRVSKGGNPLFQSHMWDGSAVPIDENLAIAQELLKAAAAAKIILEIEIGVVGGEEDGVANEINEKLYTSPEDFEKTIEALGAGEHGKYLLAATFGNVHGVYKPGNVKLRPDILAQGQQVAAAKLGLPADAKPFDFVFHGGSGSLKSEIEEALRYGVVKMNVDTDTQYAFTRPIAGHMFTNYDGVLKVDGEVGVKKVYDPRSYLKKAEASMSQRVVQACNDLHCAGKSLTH
GDH-TPI inh – counter-screen for M. tuberculosis FBA inhibitors: GDH-TPI coupled enzymes; GDH-TPI coupled enzyme counterscreen, NADH absorbance; inhibition, % at 4.8 µM; 360,000 tested, 1.2% active;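 further: 0% = DMSO wells and 100% = wells lacking the enzyme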
An asterisk follows results filed as active; u = inconclusive; x = not tested or not shown; & = joins results of further samples. Unless noted, no stated cut-off is given here; in the data, active means inhibition above about 30%; inactive means the rest.

SMILES	Mtb BioA inh	BoNT-A LC inh2	CCHF vOTU inh	Mtb UGM inh	BoNT-F LC inh	PrPC surface inh	FadD28 binding	FBA Mtb inh	GDH-TPI inh
C=CCOC(=O)C1=C(C)NC(=O)NC1c1ccc(OCC)cc1 (configuration not stated)	0.1	-1.0	3	-2.3	-1	11	-2.2	1	1
CCCCCCCCN1C(=O)[C@H](CC(=O)NCc2cccc(C(F)(F)F)c2)C[C@@]2(C(=O)OCC)CCCC=C12	x	-0.5	22	x	2	5	x	x	x
CN1CCN(c2c(F)cc3c(=O)c(C(=O)O)cn4c3c2OCN4C)CC1	x	-0.2	-42	0.1	-5	7	-2.9	23	7
COc1ccc(S(=O)(=O)N2Cc3ccccc3CC2C(=O)Nc2nccs2)cc1 (configuration not stated)	0.6	-1.2	4	-1.7	-5	3	-1.8	1	1
CN(C)S(=O)(=O)c1ccc(Cl)c(NC(=O)CN2CCN(c3ccccn3)CC2)c1	0.4	-1.4	-9	x	-10	4	-14	4	10
O=C1C(=O)N(Cc2ccncc2)C(c2cccc(O)c2)/C1=C(\O)c1ccc2c(c1)OCCO2 (configuration not stated)	-0.1	-1.1	15	-0.2	1	8	-2.8	-6	26
CCOc1ccc(CNC(=O)c2ccc(Sc3ccc(C)cc3)c(NC(C)=O)c2)cc1	x	0.1	9	4.7	-4	17	-0.6	2	6
CC(C)(C)NC(=O)CSc1nc2ccccc2c(=O)[nH]1	-0.5	0.7	0	0.7	-8	1	-1.4	-2	5
COC(=O)Nc1ccc2c(c1)N(C(=O)CCN1CCN3CCCC3C1)c1ccccc1CC2 (configuration not stated)	-2.4	1.0&0.7	3&5	-2.6&-0.6	u	-1&4	-3.9&-0.9	-8&-1	-6&1
O=c1oc2c(CN3CCOCC3)c(O)ccc2c2ccccc12	3.4	0.7	-6	-3.3	8	3	1.2	-4	5
CCCCNC(=S)NNC(=O)c1c(C)nc2ccccn12	x	-0.5	-2	1.1	0	2	0.8	5	5
CCOC(=O)Cc1nnc(NC(=O)Nc2ccccc2)s1	1.6	-0.6	9	1.5	u	-5	-4.3	0	-11
COc1ccc2c(COC(=O)CNC(=O)C34CC5CC(CC(C5)C3)C4)cc(=O)oc2c1	0.4	1.6	-49	1.7	2	-5	-4.7	85*	12
CCOC(=O)Nc1cc(NC(=O)OCC)ncn1	-1.2	-0.2	11	x	-2	-3	-0.3	5	9
COc1ccc2c(c1OC)C(=O)OC2Nc1nc(-c2cc3cc([N+](=O)[O-])ccc3oc2=O)cs1 (configuration not stated)	-1.5	0.2	-19	0.0	4	-11	-2.5	4	19
O=C(O)C1=C[C@H](C2CC2)C[C@H](OCCCCO)O1	-2.6	-0.4	-2	0.8	5	3	0.3	5	17
O=C(Nc1cc(C(F)(F)F)ccc1F)C1CCCCC1	x	0.6	x	0.4	-3	x	-0.5	2	-6
COCC(=O)Nc1ccc2c(c1)[C@@H]1C[C@H](CC(=O)OC)O[C@@H](CO)[C@@H]1O2	-2.1	0.1	-18	x	3	-1	1.5	1	-10
COCCNC(=S)N1CCN(c2cccc(C(F)(F)F)c2)CC1	x	-0.9	3	-0.8	-8	-4	-2.8	-2	1
Cc1ccc(S(=O)(=O)N(C)c2ccc3c(c2)C(=O)c2ccccc2-3)cc1	-1.9	2.5	-3	x	9	4	-2.1	-1	x
COC(=O)c1ccc(CSC2=NC[C@@H]3[C@@H]4C(=O)N(C)C(=O)[C@@H]4[C@](Cc4ccccc4)(C(=O)OC)N23)cc1	0.7	-0.1	-2	x	-4	-1	-2.9	0	0
CCc1nc2c(OCCOC)cccn2c1N(C)C(=O)Nc1ccccc1OC	0.3	0.5	6	x	-1	-7	-0.2	6	14
COc1ccc(CCN(C)C(=O)Cn2c(=O)oc3ccccc32)cc1OC	0.1	-0.5	6	3.6	-17	-4	-1.4	0	7
CCC1(C)OC(c2ccccc2)=C/C(=C/C=C2C(=O)NC(=O)NC2=O)O1 (configuration not stated)	x	-0.9	5	x	-8	-7	-1.7	-18	5
COc1ccc(C(=O)COC(=O)c2cc3ccccc3oc2=O)c(OC)c1	x	-1.2	22	0.8	-8	-2	-2.1	6	6
SMILES	Mtb BioA inh	BoNT-A LC inh2	CCHF vOTU inh	Mtb UGM inh	BoNT-F LC inh	PrPC surface inh	FadD28 binding	FBA Mtb inh	GDH-TPI inh
COc1ccc(CCCC(=O)O)c(C)c1	0.2	1.4	-1	-5.5	11	-3	-2.2	0	2
O=C(NCCCN1CCOCC1)c1ccc2c(c1)N(Cc1cccc(F)c1)C(=O)c1ccccc1S2	-7.7	0.1	-3	2.4	-10	7	-1.8	-1	-6
O=C(NCCCN1CCOCC1)C1CCC(=O)N1C1CCCCC1 (configuration not stated)	0.8	2.8	12	0.8	4	-5	0.4	0	7
Cc1cc(C)c(C#N)c(SCC(=O)N2CCCCC2)n1	1.8	-0.1	-2	-2.8	2	-6	-3.2	3	14
O=C(c1ccc2c(c1)OCO2)N(c1ccc(Br)cc1)C1C=CS(=O)(=O)C1 (configuration not stated)	1.0	11	-9	3.1	16	3	-4.7	-5	-4
COc1ccc(S(=O)(=O)N2CCCCCC2)cc1C(=O)OCC(=O)NC1CCS(=O)(=O)C1 (configuration not stated)	-1.1	-0.5	-6	0.5	4	2	-2.4	-3	-4
O=C(N[C@@H]1C/C=C\C[C@H](CC(=O)N(CCO)Cc2ccccc2)C(=O)NC[C@@H](c2ccccc2)OC1=O)OCC1c2ccccc2-c2ccccc21	-2.5	0.6	2	0.4	-7	10	-0.7	6	3
CCOc1ccc(N2CC(C(=O)NC3CCSC3=O)CC2=O)cc1 (configuration not stated)	-0.3	-1.0	6	2.9	-30	-3	-1.5	0	17
COc1ccccc1-c1noc(-c2ccccc2)n1	x	0.5	3	-3.0	2	-5	-3.2	0	0
CCOCC(=O)Nc1nc2ccc(OCC)cc2s1	0.0	0.9	1	2.9	12	-2	-3.9	-11	-5
C[C@H](CO)N1C[C@H](C)[C@@H](CN(C)C(=O)Oc2ccc3ccccc3c2)OCc2cn(nn2)CCCC1=O	-0.3&0.8&1.0	0.5	-2	x	4	-3	2.0	4	-12
N=c1c[n+](-c2ccc(Cl)cc2)[n-]o1	-0.2	-0.1	7	-0.1	-6	0	-4.7	-1	-3
Cc1ccc(NC(=O)C[n+]2ccccc2)cc1[N+](=O)[O-]	1.0	0.6	-2	4.0	-3	-4	-1.7	5	4
Cc1ccc(Oc2nc(-c3cccnc3)nc3ccccc23)c([N+](=O)[O-])n1	0.5	-0.9	-9	-0.6	9	1	-0.9	0	-10
CCOC(=O)CC1=NN(c2ccccc2)C(=O)/C1=C\c1ccc(OC)cc1OC	x	-0.5	-1	-1.8	0	1	0.6	-1	7
CC/C(=N\NC(=O)c1c[nH]c2ccccc12)c1cccs1	x	0.6	-1	3.3	5	10	-6.3	1	24
CC(C)CNC(=S)NC1CC2CCCC(C1)N2Cc1cccs1 (configuration not stated)	0.5	0.4	1	0.3	-10	-5	-0.2	1	1
CCOC(=O)C(NC(=O)c1ccccc1F)(Nc1cc(C)on1)C(F)(F)F (configuration not stated)	-1.0	0.3	1	1.4	-5	7	-3.4	-2	6
Cc1ccc(CS(=O)(=O)c2ccccc2-c2nnc(-c3ccc(Cl)cc3)o2)cc1	1.0	-0.1	3	0.3	-5	-5	-2.0	8	13
CC(C)C(C(=O)N1CCOCC1)N1C(=O)c2ccccc2C1=O (configuration not stated)	-1.2	1.2	7	2.0	4	4	-1.1	0	4
N#CC1(C#N)C(c2ccccc2)OC23CCCCC2C1(C#N)C(=N)O3 (configuration not stated)	-7.2	1.1	-55	4.7	1	1	4.2	75*	0
O=C(COC(=O)CCSc1ccccc1)Nc1ccc(F)cc1Cl	2.2	0.3	9	-0.5	-2	4	-0.9	-3	0
Cc1ccccc1Cc1c(C)nc2ncnn2c1C	x	-0.1	9	0.5	-12	1	0.3	0	3
CCN(CC)CCN(C(=O)CCOc1ccccc1)c1nc2ccc(F)cc2s1	x	-1.1	10	0.4	-13	0	-4.9	3	-4
O=[N+]([O-])c1ccc(CN2CCOCCOCCOCC2)cc1	-1.0	1.4	9	-0.4	1	-20	0.6	1	6

As entered above.
`N#CC1(C#N)C(c2ccccc2)OC23CCCCC2C1(C#N)C(=N)O3` (configuration not stated) in Mtb UGM inh → 4.7
`Cc1ccccc1Cc1c(C)nc2ncnn2c1C` in FadD28 binding → 0.3
`CC/C(=N\NC(=O)c1c[nH]c2ccccc12)c1cccs1` in Mtb UGM inh → 3.3

Next section:
SMILES	Mtb BioA inh	BoNT-A LC inh2	CCHF vOTU inh	Mtb UGM inh	BoNT-F LC inh	PrPC surface inh	FadD28 binding	FBA Mtb inh	GDH-TPI inh
COc1ccc(NC(=S)NCCc2ccc(Cl)cc2)c(OC)c1	4.5	-0.5	20	-0.3	-1	22	-3.9	6	1
CCN(CC)c1ccc(Nc2nc(Cl)ncc2Br)cc1	1.0	-0.1	10	2.2	-1	6	-1.2	-1	6
C=CCSc1nc2c(c(=O)[nH]c(=O)n2C)n1C/C=C(/C)Cl	-0.4	0.3	9	0.5	5	11	-3.0	-1	-2
Cc1ccccc1CNC(=O)CCC(=O)N1CCOc2ccccc21	-0.1	-1.0	14	-1.4	-16	-7	-2.0	0	4
Cc1cnc(C(=O)OCC(=O)c2ccc(Br)s2)cn1	-0.6	2.9	-7	0.4	5	10	0.3	-1	5
COc1ccc2[nH]c3c(c2c1)CCN1C(=O)N([C@@H](C)C(=O)NCCc2ccc(F)cc2)C(=O)[C@]31C	1.2	-0.6	-1	3.0	-13	-1	-1.1	1	10
N#Cc1nc(-c2ccco2)oc1N1CCN(c2ccccc2)CC1	5.9	-0.2	2	1.2	6	-1	0.3	1	9
CN(C)c1ccc(-c2noc(C3CCN(S(=O)(=O)c4cccc(Cl)c4)CC3)n2)cc1	x	u	-13	-1.6	-11	8	-3.1	2	6
CCOC(=O)c1cnn(-c2ccccc2)c1NC(=O)c1cccs1	-0.5	0.1	-7	-1.6	-2	-3	-0.7	0	8
Cc1sc(NC(=O)CSc2nnc3scc(-c4ccccc4)n23)c(C#N)c1C	-0.5	0.0	-4	1.6	-6	-3	-5.0	-2	1
CN(C)CCCNC(=O)c1cccc(-c2cnc3cccnn23)c1	-0.2	-0.2	-93	x	-3	-3	0.2	102*	5
O=C(O)c1cc2c(cc1Cl)N1CCCCCC1=NS2(=O)=O	x	-0.2	17	-3.4	-4	3	-3.7	1	-4
Cc1ccc(NC(=O)C(CC(=O)O)C2CCCO2)c(C)c1 (configuration not stated)	-0.9	-2.7	-6	-1.9	-12	0	x	3	-1
COc1cc(N=Nc2c(C)n(C)n(-c3ccccc3)c2=O)ccc1N	0.5	-0.9	7	2.1	-12	-14	-1.3	-23	15
COc1ccc(-c2ncncc2-c2ccc(Cl)cc2)c(O)c1	x	0.3	-15	-1.9	6	-4	-4.3	-2	-5
COc1cc(CNCc2cccnc2)ccc1OCc1ccccc1	6.8	-1.9	7	1.3	-10	-2	-0.4	-1	-4
Cc1ccc(S(=O)(=O)c2nc(S(=O)(=O)c3ccccc3)sc2N2CCN(CCO)CC2)cc1	0.6	0.6	11	0.0	-4	7	-4.0	-5	16
COc1nc(NCCN2CCOCC2)nc(Nc2ccc([N+](=O)[O-])cc2)n1	x	0.6	5	-1.0	-5	-34	-2.4	-2	8
CC(=O)C1=C(O)C(=O)N(Cc2cccnc2)C1c1ccc(C(C)C)cc1 (configuration not stated)	-1.0	-0.7	6	-0.7	0	0	0.4	4	7
COc1ccc(-c2nc(CN3CCN(C(=O)c4ccco4)CC3)c(C)o2)cc1OC	2.3	-0.1	7	0.7	1	-7	1.5	-2	6

Single records, from the list above.
`CN(C)CCCNC(=O)c1cccc(-c2cnc3cccnn23)c1` in the list: Mtb BioA inh = -0.2; BoNT-A LC inh2 = -0.2; CCHF vOTU inh = -93; Mtb UGM inh = x; BoNT-F LC inh = -3; PrPC surface inh = -3; FadD28 binding = 0.2; FBA Mtb inh = 102*; GDH-TPI inh = 5
`C=CCSc1nc2c(c(=O)[nH]c(=O)n2C)n1C/C=C(/C)Cl` in the list: Mtb BioA inh = -0.4; BoNT-A LC inh2 = 0.3; CCHF vOTU inh = 9; Mtb UGM inh = 0.5; BoNT-F LC inh = 5; PrPC surface inh = 11; FadD28 binding = -3.0; FBA Mtb inh = -1; GDH-TPI inh = -2
